Screening data as filed in PubChem BioAssay.
rat mGlu8 modulation: rat mGlu8 modulation via Gqi9 calcium signal, confirmation, counter-screen for GIRK activator project, cell-based, HEK293 rmGlu8, Gqi9 chimera | calls only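 (single compound addition from 20 µM solution with 0.2% DMSO)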 | actives 4% (n = 2,100) | AID 623869 | HEK293 rmGlu8/Gqi9 calcium flux, Fluo-4 fluorescence; glutamate at EC20 added after compound;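 active = calcium fluorescence trace judged by eye to show a response, as agonist, enhancer of the glutamate response, or inhibitor; inactive = trace judged by eye to show no response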
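Material: rat mGlu8 HEK-293 cells with transient Gqi9; medium: HEPES-buffered HBSS, pH 7.4; reagent: EC20 glutamate; dosing: one dose, 20 µM addition solution, 0.2% DMSO; incubation: compound 4 min before glutamate, then 2 min recording; measured by: Fluo-4 calcium fluorescence, 1 Hz; evaluation: F/F0 fluorescence traces judged visually for each well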
Calls only; i = inactive. Some of the compounds tested; the hit share may differ from the screen's.

SMILES,rat mGlu8 modulation
CN(C)S(=O)(=O)N(CC(=O)Nc1ccc2ccccc2c1)c1ccccc1,i
COC(=O)C1=C(C)NC(=O)/C1=C\c1ccco1,i
O=C1CCC(/C=C/c2ccccc2)=NN1Cc1ccc(Cl)c(Cl)c1,i
Cc1cccc(NC(=S)NC(=O)CCc2ccccc2)c1,i
CC(C)(C)c1csc(NC(=O)c2ccc3nccnc3c2)n1,i
CCCN(CCC)CC(O)Cn1cc(/C=C/C(=O)c2cccs2)c2ccccc21 (stereo not given),i
Nc1c(-c2ccccc2)cnn1-c1ccc(C(=O)O)cc1,i
O=C(c1ccco1)N1CCN(C(=O)c2cnn3c2NC(c2cccs2)CC3C(F)(F)F)CC1 (stereo not given),i
CCC(CC)c1nnc(NC(=O)c2ccc3ccccc3n2)s1,i
Cc1ccccc1NC(=S)NC(=O)c1cncc(Br)c1,i

Overlap with the part before: 5 entries, followed by the next part.
SMILES,rat mGlu8 modulation
CCCN(CCC)CC(O)Cn1cc(/C=C/C(=O)c2cccs2)c2ccccc21 (stereo not given),i
Nc1c(-c2ccccc2)cnn1-c1ccc(C(=O)O)cc1,i
O=C(c1ccco1)N1CCN(C(=O)c2cnn3c2NC(c2cccs2)CC3C(F)(F)F)CC1 (stereo not given),i
CCC(CC)c1nnc(NC(=O)c2ccc3ccccc3n2)s1,i
Cc1ccccc1NC(=S)NC(=O)c1cncc(Br)c1,i
c1cn(CC2(Cn3ccnc3)COC2)cn1,i
CCOC(=O)Cc1csc(NC(=S)NC(=O)C(C)(C)C)n1,i
CCCOC(=S)NC(=O)c1sc2ccccc2c1Cl,i
O=S(=O)(Nc1cc(Sc2cccc3cccnc23)c(O)c2ccccc12)c1ccc(F)cc1,i
Cc1cc(C)c(-n2c(C)cc(/C=C3/NC(=O)NC3=O)c2C)c(C)c1,i
Oc1oc(-c2cccc3ccccc23)nc1/C=N/c1nccs1,i
N#Cc1c(-c2ccco2)nc(SCc2ccc(F)cc2)[nH]c1=O,i
O=c1c2ccccc2[nH]c(=S)n1CCCN1CCN(C2CCCCC2)CC1,i
CCOC(=O)c1c(NC(=O)CSc2nnc(-c3ccncc3)n2Cc2ccco2)sc(C(C)=O)c1C,i
CCNc1ccc2noc3c2c1C(=O)c1ccccc1-3,i

4 records drawn at random from the list so far:
SMILES,rat mGlu8 modulation
Cc1ccccc1NC(=S)NC(=O)c1cncc(Br)c1,i
Cc1cc(C)c(-n2c(C)cc(/C=C3/NC(=O)NC3=O)c2C)c(C)c1,i
Nc1c(-c2ccccc2)cnn1-c1ccc(C(=O)O)cc1,i
Oc1oc(-c2cccc3ccccc23)nc1/C=N/c1nccs1,i

Part of the list above in order of number of heavy atoms, high to low:
SMILES,rat mGlu8 modulation
O=C1CCC(/C=C/c2ccccc2)=NN1Cc1ccc(Cl)c(Cl)c1,i
N#Cc1c(-c2ccco2)nc(SCc2ccc(F)cc2)[nH]c1=O,i
CCOC(=O)Cc1csc(NC(=S)NC(=O)C(C)(C)C)n1,i
COC(=O)C1=C(C)NC(=O)/C1=C\c1ccco1,i

More compounds follow:
SMILES,rat mGlu8 modulation
CCCCNC(=S)NC(=O)c1ccc([N+](=O)[O-])cc1,i
Cc1nn2c(NCCCN(C)C)c3c(nc2c1-c1ccccc1)CCC3,i
N#Cc1ccc(-c2csc(NC3=NCCCCC3)n2)cc1,i
Nc1nnc(C(=O)c2ccccc2N)s1,i
Cc1ccc(NC2CC(=O)N(CCc3ccccc3)C2=O)cc1 (stereo not given),i
COc1ccc(C(OC(=O)c2cccs2)C(=O)NCC2CCCO2)cc1 (stereo not given),i
CN(c1ccccc1C(=O)Nc1ccccc1C(=O)NCc1ccco1)S(C)(=O)=O,i
Nc1sccc1C(=O)c1ccccc1,i
O=c1c2ccccc2nc(SCc2cn3ccsc3n2)n1-c1ccc(F)cc1,i
CCOc1ccccc1-c1c2cc(O)c(=O)cc-2oc2cc(O)c(O)cc12,i
CCCN(CCC)CCCOC(=O)c1ccc(Cl)cc1Cl,i
CSCSC1=C(C#N)C(c2ccc(Cl)cc2)C(C(C)=O)=C(C)N1 (stereo not given),i
CCOC(=O)c1c(C)[nH]c(=S)c(C#N)c1-c1ccc(Cl)cc1,i
